Nrf2 block: Nrf2 pathway inhibition | A549 ARE-Fluc reporter, luciferase luminescence, 18-24 h | Potency, µM (doses to about 46 µM), for the others: top-dose activity change, negative = inhibition, most hits filed as inhibitors | hit rate 2.1% among 360,000 | AID 504444; also: potency is read from the fitted curve at half-maximal effect; % is scaled to controls: 0 for no effect and ±100 for the full control effect; nearly all actives have a fitted effect of over 60% in size
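Quantitative HTS in A549 cells stably bearing an antioxidant response element-firefly luciferase construct. Inhibition of Nrf2-driven transcription was scored by luminescence after 18-24 h of compound exposure at 37 °C.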
EPAC2 ag: agonists of human EPAC2 (RAPGEF4). Q8WZA2. EPAC2 activation, biochemical qHTS; response scale: 100% = 6.5 mM cAMP response. Potency, µM (top dose mostly 154 µM), without a hit: at the highest dose activation, actives largely listed as activators. hit rate 0.079% among 360,000; also: potency is read from the fitted curve at half-maximal effect; nearly all actives have a fitted effect of over 50% in size
Target sequence (Q8WZA2 whole entry, looked up): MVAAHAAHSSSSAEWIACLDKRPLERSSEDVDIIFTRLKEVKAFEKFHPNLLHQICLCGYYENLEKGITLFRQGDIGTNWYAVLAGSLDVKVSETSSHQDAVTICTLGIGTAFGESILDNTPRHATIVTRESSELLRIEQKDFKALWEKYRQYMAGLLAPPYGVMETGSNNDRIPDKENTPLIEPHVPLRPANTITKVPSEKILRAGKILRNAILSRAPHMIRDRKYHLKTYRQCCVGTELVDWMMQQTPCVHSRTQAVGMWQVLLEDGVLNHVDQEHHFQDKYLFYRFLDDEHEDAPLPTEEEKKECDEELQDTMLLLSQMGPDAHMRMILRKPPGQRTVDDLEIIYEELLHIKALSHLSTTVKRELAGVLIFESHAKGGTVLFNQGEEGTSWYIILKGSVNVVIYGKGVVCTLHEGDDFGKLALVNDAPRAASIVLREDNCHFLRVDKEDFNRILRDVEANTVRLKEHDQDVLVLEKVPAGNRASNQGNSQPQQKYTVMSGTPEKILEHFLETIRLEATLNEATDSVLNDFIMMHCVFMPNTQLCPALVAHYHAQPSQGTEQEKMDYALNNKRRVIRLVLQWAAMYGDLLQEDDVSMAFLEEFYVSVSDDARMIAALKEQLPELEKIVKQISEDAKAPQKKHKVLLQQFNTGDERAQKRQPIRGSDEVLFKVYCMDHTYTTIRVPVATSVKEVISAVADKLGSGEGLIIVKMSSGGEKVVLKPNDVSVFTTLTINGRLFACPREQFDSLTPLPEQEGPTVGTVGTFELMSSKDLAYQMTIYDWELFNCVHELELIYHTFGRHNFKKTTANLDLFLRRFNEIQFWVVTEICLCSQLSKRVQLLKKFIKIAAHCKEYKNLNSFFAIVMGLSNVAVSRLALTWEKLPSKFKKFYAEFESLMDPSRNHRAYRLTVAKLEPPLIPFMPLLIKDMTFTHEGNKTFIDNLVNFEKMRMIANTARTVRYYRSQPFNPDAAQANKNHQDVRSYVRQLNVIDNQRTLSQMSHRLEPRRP
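In this primary screen, activation is scored as increased exchange of BODIPY-GDP from Rap1B by 100 nM EPAC2, with 50 uM GDP as competitor. Signal is normalized to the 6.5 mM cAMP agonist control.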
ATXN2 expr inh: reduces ATXN2 reporter expression in HEK-293 cells; HEK-293 ATXN2-luciferase reporter, luminescence, 24 h; Potency, µM (highest dose often 57 µM), without a hit: at the top dose activity change, negative = inhibition, usual class: inhibitors; hit rate 0.72% among 360,000; AID 1745845; also: potency is read from the fitted curve at half-maximal effect; % is scaled to controls: 0 for no effect and ±100 for the full control effect; nearly all actives have a fitted effect of over 55% in size
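qHTS (up to 57 uM final) was run with 24 h compound exposure of reporter cells at 37 °C. Each well was multiplexed: SteadyGlo luminescence measured ATXN2-luciferase expression after a fluorogenic Gly-Phe-AFC viability readout (25 uM final).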
A549 tox: counter-screen for Nrf2 inhibitors: cytotoxicity in A549 cells. Potency, µM (series often up to 46 µM), inactives show at the top dose activity change, negative = cytotoxicity, actives largely listed as inhibitors. hit rate 0.16% among 390,000. A549 ARE-Fluc cells, CellTiter-Fluor viability, 18-24 h; also: potency is read from the fitted curve at half-maximal effect; % is scaled to controls: 0 for no effect and ±100 for the full control effect
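A549 ARE-Fluc cells in 5% FBS OPTI-MEM, 5000 cells/well, rested 2 h then exposed to compounds in concentration-response for 18-24 h at 37 °C. Viability by CellTiter-Fluor fluorescence (Ex 405/Em 525) after 30 min; luciferase luminescence (BugLite, 15 min, RT) read afterwards.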
TGFb inhibitor: TGF-b pathway inhibition; HepG2 CAGA-GFP TGF-b/SMAD3 reporter, GFP fluorescence, 18 h; TGF-beta stimulated, 500 pg/mL final; hit rate 1.2% among 410,000; Potency, µM (highest dose often 46.1 µM), without a hit: top-dose activity, negative = inhibition, actives largely listed as inhibitors; also: potency is read from the fitted curve at half-maximal effect; % is scaled to controls: 0 for no effect and ±100 for the full control effect; nearly all actives have a fitted effect of over 65% in size
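HEPG2 CAGA-GFP cells (1000/well, DMEM with 1% FBS) were pre-incubated 2 h at 37 degrees C, given compound by pin tool, then stimulated with TGF-beta at 500 pg/mL final for 18 h before per-cell GFP fluorescence imaging.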
IL-2 act: activates IL-2 in a cell-based reporter assay; IL-2 activation reporter assay, cell-based qHTS; stimulated with anti-CD3/CD4/CD28 beads; in transgenic mouse T cells; activation, % (series mostly up to about 46 µM); hit rate 0.065% among 360,000; AID 652025; in the data active = activation above about 50%; inconclusive = mostly about 30% to 49%; also: 0% is about no effect
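Unstimulated transgenic mouse T cells; 60-min compound exposure; bead-based TCR/CD4/CD28 stimulation; 18 h culture, 37 degrees C; dual fluorescence (EGFP, DsRed) plate cytometry.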
HepG2 viability: counter-screen for TGF-b inhibitors: cytotoxicity in HepG2 cells | HepG2 CAGA-GFP viability, ATP luminescence, 18 h | Potency, µM (titrated, usually from 46.1 µM), inactives show top-dose activity change, negative = cytotoxicity, hits mostly cytotoxic | hit rate 0.76% among 410,000; also: potency is read from the fitted curve at half-maximal effect; some results filed as inactive show a strong effect at the top dose
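HepG2 CAGA-GFP cells (1000/well, DMEM with 1% FBS) received compound, then TGF-beta at 500 pg/mL final, and were incubated 18 hours at 37 degrees C. Viability was read by CellTiter-Glo luminescence. Media-only wells were set as complete cell-killing and DMSO as no toxicity.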
Nrf2 ARE act: activates Nrf2 signaling. AID 624171. AREc32 ARE-luciferase reporter (MCF7-derived line), luminescence, 24 h. Potency, µM (top dose mostly 46.1 µM), without a hit: at the highest dose activation, usual class: activators. hit rate 0.31% among 410,000; also: potency is read from the fitted curve at half-maximal effect; % of control where 0% means no effect; nearly all actives have a fitted effect of over 65% in size
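Luciferase luminescence (Steady-Glo, 30 min at room temperature) served as the read-out of ARE activation in AREc32 cells treated with compounds for 24 hr at 37 deg C.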
S2 tox: cell viability loss in ATXN counter-screen | hit rate 0.49% among 400,000 | AID 651635 | Potency, µM (series often up to 56.7 µM), hits mostly cytotoxic | S2 cells (HEK-293 line with an ATXN2-luciferase reporter) viability, CellTiter-Fluor protease fluorescence, 24 h; also: potency is read from the fitted curve at half-maximal effect; nearly all actives have a fitted effect of over 40% in size
* hit, by the source's call; i = inactive; ? = inconclusive; / = not tested or not shown; & = joins results of further samples; [ ] = another dose, or the depositor's remark. Unless noted, calls follow the shape of the dose curve; as a rule, active = well fitted curve in the direction sought with a large enough effect; inconclusive = small, poorly fitted or top-dose-only effect, or another doubt; inactive = no such curve, though single readings can be large; an effect the other way counts as inactive or inconclusive.

SMILES,Nrf2 block,EPAC2 ag,ATXN2 expr inh,A549 tox,TGFb inhibitor,IL-2 act,HepG2 viability,Nrf2 ARE act,S2 tox
CCOC(=O)C1CCCN(C(=O)c2cc(C)n(C(C)(C)C)n2)CC1 (stereo not drawn),/,2.2%,3.2%,/,10.8%,0.6,-3.6%,-0.9%[9.22 µM],i
CCN(CC)CCNC(=O)Nc1ccc2c(c1)N(Cc1ccccc1)C(=O)c1ccccc1S2,-5.0%,/,/,-5.6%,/,/,-107.2%,13.2%,/
Cc1ccccc1NC(=O)CSc1ccc(-c2ccccn2)nn1,?,-6.8%,-12.7%,-5.7%&4.2%,?,-1.7,0.4%&-64.6%,-0.7%&0.2%,i
Brc1cccc(C2CC(c3ccccc3)n3nnnc3N2)c1 (stereo not drawn),12.9%,-10.8%,-6.4%,3.5%,2.1%,-0.1,26.2%,-0.8%,i
CCN(c1ccccc1)S(=O)(=O)c1cc(C(=O)NCc2ccco2)ccc1C,-21.7%,16.4%,-5.2%,0.3%,-21.1%,0.9,1.2%,12.2%,i
COc1ccc(CN(C(=O)c2oc3cc(C)ccc3c2C)C2CCS(=O)(=O)C2)cc1OC (stereo not drawn),-4.7%,7.2%,-9.6%,0.7%,?,-1.5,-2.7%,2.4%,?
Cn1c(O)c(N=NC(=O)CNC(=O)c2ccco2)c2ccccc21,19.8%,12.3%,/,12.7%,-30.2%,0.6,-1.0%,-0.7%,i
O=C(NCCSCc1ccccc1)c1ccc(F)cc1,-4.6%,-0.1%,0.4%,10.9%,-8.6%,-3.7,-1.2%,-0.6%,i
Cc1ccsc1CN(C(=O)COc1ccc(Br)cc1)C1CCS(=O)(=O)C1 (stereo not drawn),-17.6%,/,/,-3.3%,/,/,-16.8%,5.4%,/
Cc1ccc(-c2csc3ncnc(NCCC(=O)O)c23)cc1C,6.1%,-0.9%,0.0%,-4.6%,-4.3%,-1.9,-2.3%,-0.1%[9.22 µM],i
O=C(C1CCN(c2nnnn2-c2ccccc2)CC1)N1CCN(c2ccccc2)CC1,?,-4.0%,-11.5%,-8.1%,6.7%,-0.4,-2.6%,-0.7%,i
O=C(COC(=O)Cc1c(F)cccc1Cl)NC(=O)Nc1ccccc1F,0.0%,-3.3%,8.7%,16.6%,-6.3%,-2.2,-1.2%,-0.1%,i
NC(=O)c1sc2nc(N3CCCCC3)c3c(c2c1N)CCCC3,-1.9%,14.9%,15.2%,-10.7%,3.7%,1.7,-9.2%,0.1%,i
COc1cc(CCC(=O)OCC(=O)Nc2c(C)cccc2C(C)C)cc(OC)c1OC,8.2%,2.6%,1.8%,3.2%,1.6%,-4.4,1.2%,-0.2%,i
O=C(N/N=C\c1ccc(Br)o1)C1COc2ccccc2O1 (stereo not drawn),2.9%,12.3%,12.1%,5.7%,-8.4%,-0.3,-14.8%,0.2%,i
CCN(CCn1cccn1)C(=O)C1CCC(=O)N(CC2CCCCC2)C1 (stereo not drawn),-16.6%,-5.3%,14.2%,-4.3%,-12.5%,-0.7,5.1%,-0.3%,i
COc1cccc(CNC(=O)c2cccc(S(=O)(=O)N3CCN(Cc4ccccc4)CC3)c2)c1,-17.4%,10.0%,-4.3%,-6.0%,-10.5%,-4.4,-9.1%,0.4%,?
CCCCC(=O)Nc1ccc(NC(=O)c2cccnc2)cn1,-5.9%,-4.8%,0.5%,11.0%,0.7%,-3.6,-21.0%,-0.8%,i
CCOc1ccc(S(=O)(=O)N2CCN(C(=O)c3oc4ccc(OC)cc4c3C)CC2)cc1,?,9.1%,-22.2%,1.9%,5.3%,0.0,-2.6%,2.2%,i
CCC(=O)Nc1cccc(C(=O)OC)c1,12.6%,4.3%,-13.4%,3.8%,-2.2%,1.0,-38.5%,-0.4%,i
CCc1ccccc1N(CC)C(=O)c1c(C)oc2ncnc(N3CCOCC3)c12,23.8%,/,/,1.7%,-4.8%,/,-1.9%,-0.8%,/
COc1ccc(CNC(=O)c2cc3cccc(OC)c3oc2=N)cc1,0.2%,-2.5%,4.3%,-11.5%,-2.3%,-0.3,0.1%,-0.3%,i
COc1ccccc1N1CCN(C(=O)Cn2ncc3c2-c2cc(C)ccc2OC3)CC1,-2.9%,/,-12.0%,-0.4%,-19.6%,/,-7.2%,3.1%,/
CC(=O)Nc1sc(C)c(C)c1C(=O)Nc1ccc(C)cc1,1.2%,4.7%,12.9%,?,-1.2%,0.4,-22.4%,0.3%,i
CN(C)S(=O)(=O)c1cc(S(=O)(=O)N(C)C)c(Cl)cc1N,4.4%,8.5%,-2.3%,8.9%,-8.5%,-0.9,-1.0%,0.3%,i
CCC(C)NC(=O)CN1C(=O)c2cccnc2Sc2ccccc21 (stereo not drawn),?,/,0.9%,-0.1%,2.9%,/,1.3%,0.7%,i
Cc1ccc(OCCSc2nc3ccccc3n2CCC(=O)O)cc1C,?,/,/,-2.3%,?,/,-6.0%,0.3%,/
Cc1cc(C)cc(NC(=O)C2CCN(c3nccs3)CC2)c1,11.5%,3.3%,6.3%,1.8%,4.3%,-2.6,-19.5%,0.1%,i
Cc1ccc(C)c(N2CCN(CC(=O)Nc3ccc4[nH]c(=O)[nH]c4c3)CC2)c1,?,7.9%,-8.7%,4.5%,-12.1%,-1.3,-5.6%,-1.1%,i
Cc1ccc(COc2cccc3c2CCN(Cc2ccc(F)cc2)C3=O)cc1,?,-1.1%,-24.3%,0.6%,?,-0.7,-8.1%,3.4%,i
COc1ccccc1CC(NC(C)=O)C(=O)NC1CCN(S(=O)(=O)c2ccc(NC(C)=O)cc2)CC1 (stereo not drawn),8.1%,-3.5%,4.9%,-0.3%,0.7%,0.8,5.2%,0.4%,i
COc1ccc(C(=O)CSc2nnc(CN3CCCCC3)n2-c2ccc(Cl)cc2)cc1OC,-2.8%,4.3%,0.4%,0.4%,0.0%,-3.0,-2.5%,23.3%,i
Cc1ccc(-c2cc(C(F)(F)F)n3nc(C(=O)NCCCn4ccnc4)cc3n2)cc1C,/,-9.3%,-11.0%,-2.4%,-11.7%,-0.8,-37.7%,0.8%,i
O=C(CSc1ncn(-c2ccccc2)n1)Nc1nc2ccccc2s1,11.7%,25.3%,4.0%,-0.9%,1.5%,-1.5,-17.3%,10.1%,i
Cc1cc2cc(CCNC(=O)c3ccc(Br)o3)c(=O)[nH]c2cc1C,/,8.4%,-21.5%,9.0%,?,0.2,-29.4%,3.1%,i
O=C1[C@H]2[C@@H](c3ccc(F)cc3)N3C(=O)N(c4ccccc4)C(=O)[C@@]3(Cc3ccc(Cl)cc3)[C@H]2C(=O)N1C1CCCCC1,?,-2.5%,11.6%,-1.1%,-1.0%,3.6,1.0%,-1.2%,i
c1ccc(-n2nnnc2-n2ccnc2)cc1,-5.5%,10µM*,1.0%,-8.8%,-4.6%,0.1,-0.9%,0.2%,i
CCOc1ccc(NC(=O)C2CCCN(S(=O)(=O)c3c(C)noc3C)C2)cc1 (stereo not drawn),?,7.7%,9.3%,0.1%,-6.1%,-1.0,-1.0%,0.0%,i
CCN(CC)C(=O)C1=C(C)N(CCC2=CCCCC2)C(=O)C(CC(=O)NCCCCc2ccccc2)C1 (stereo not drawn),/,2.0%,-12.2%,/,-8.0%,1.6,-9.3%,-0.8%,?
CN1CC(COCc2ccccc2)Oc2ccccc2S1(=O)=O (stereo not drawn),?,9.3%,10.3%,8.5%,9.6%,0.6,-2.5%,0.1%,i
O=S(=O)(c1cccc2ccccc12)N1CCCCC1,-12.2%,11.3%,-6.1%,-1.8%,10.5%,0.7,7.4%,0.5%,i
COC(=O)C1=C[C@@H](C(=O)OC)C2C3=C(C(=O)[C@@]2(C)NC(=O)c2ccccc2)[C@H](C)n2c(=O)n(-c4ccccc4)c(=O)n2[C@@H]3C1 (stereo partly drawn),1.7%,/,/,18.7%,-7.9%,/,-25.6%,/,/
COc1cccc(N2CCN(c3ncnc4onc(-c5ccc(Cl)cc5)c34)CC2)c1,/,/,-6.8%,2.9%,-14.5%,/,-2.5%,5.3%,i
O=C(COc1cccnc1[N+](=O)[O-])NCCc1ccc(Cl)cc1Cl,-14.6%,5.9%,-4.2%,6.9%,-13.2%,-0.5,-1.8%,-0.2%,i
COc1ccccc1CNC(=O)c1ccc(OC(C)C)cc1,-3.0%,2.9%,13.7%,13.0%,-5.8%,-0.1,-4.6%,2.5%,i
CC1=C(C)CC(C(=O)Nc2ccc(C(=O)N3CCOCC3)cc2)C(C(=O)O)C1 (stereo not drawn),6.2%,19.5%,13.4%,10.8%,-7.1%,2.3,-11.6%,2.1%,i
Cc1ccc(Cl)cc1N1CCN(C(=S)NCCc2ccccc2)CC1,-9.6%,10.8%,-27.2%,-5.7%,?,-0.5,-36.8%,3.5%,i
Cc1ccc(C(=O)NC(=S)Nc2ccc(-c3ccc(CO)o3)cc2)cc1,0.6%,10.2%,-12.3%[11.3 µM],-6.6%,-2.4%,-0.6,-17.8%,3.7%,?
COc1ccc(CNC(=O)CSc2nnc(C)c(=O)[nH]2)cc1,4.0%,7.0%,-20.1%,-0.6%,-18.8%,0.2,-6.6%,0.3%,i

Compound activity (PubChem BioAssay)
